# CHRM4 antagonist: blocks acetylcholine activation of human M4 receptor; inhibition, % at 3 µM; 360,000 compounds, 0.73% hits; AID 624125; CHO-hM4 cells, ACh EC80, Fluo-8 calcium fluorescence; P08173;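 active = inhibition above its plate's cutoff, the mean inhibition of sample wells plus 3 SD, cut at about 27% in these data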;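 note: 0% = acetylcholine EC80 with DMSO and 100% = DMSO without agonist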
# Target sequence (P08173 whole entry, looked up): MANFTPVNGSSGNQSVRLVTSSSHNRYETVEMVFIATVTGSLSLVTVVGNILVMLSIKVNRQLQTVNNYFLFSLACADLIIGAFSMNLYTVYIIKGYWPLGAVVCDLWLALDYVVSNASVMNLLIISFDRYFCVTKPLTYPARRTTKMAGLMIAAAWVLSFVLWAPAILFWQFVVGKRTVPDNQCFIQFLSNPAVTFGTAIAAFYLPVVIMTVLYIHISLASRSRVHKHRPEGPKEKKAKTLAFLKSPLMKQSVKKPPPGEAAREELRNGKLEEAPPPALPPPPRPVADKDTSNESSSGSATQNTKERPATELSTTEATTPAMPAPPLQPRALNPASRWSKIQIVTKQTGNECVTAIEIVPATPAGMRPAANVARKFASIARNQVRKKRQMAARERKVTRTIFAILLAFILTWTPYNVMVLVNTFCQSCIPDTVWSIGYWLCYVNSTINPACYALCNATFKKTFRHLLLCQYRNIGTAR
# CHRM1 agonist: human M1 muscarinic receptor agonism | P11229 | CHO-K1 hM1, Fluo-8 calcium fluorescence, agonist mode; 0% DMSO, 100% acetylcholine EC100 | 360,000 compounds, 0.33% hits | activation, % at 3 µM;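 active = activation above the run's mean compound activation plus 3 SD, cut at about 16% in these data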;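 note: peak over basal fluorescence ratio within a 140 s kinetic read after compound addition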
# Target sequence (P11229 whole entry, looked up): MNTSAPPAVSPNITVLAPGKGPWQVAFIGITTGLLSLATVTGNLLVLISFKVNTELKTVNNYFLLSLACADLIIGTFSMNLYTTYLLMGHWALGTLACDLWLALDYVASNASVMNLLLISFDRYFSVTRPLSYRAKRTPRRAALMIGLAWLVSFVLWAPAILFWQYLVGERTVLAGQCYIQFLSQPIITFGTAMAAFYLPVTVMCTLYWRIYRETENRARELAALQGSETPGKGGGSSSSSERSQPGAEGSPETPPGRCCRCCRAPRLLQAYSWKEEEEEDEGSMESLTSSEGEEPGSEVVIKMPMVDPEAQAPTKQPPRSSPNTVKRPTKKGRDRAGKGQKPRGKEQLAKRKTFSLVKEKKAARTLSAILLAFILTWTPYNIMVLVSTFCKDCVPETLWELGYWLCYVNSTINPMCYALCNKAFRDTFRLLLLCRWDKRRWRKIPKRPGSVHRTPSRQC
# CHRM1 antagonist: human CHRM1 antagonism; 360,000 compounds, 1.3% hits; inhibition, % at 3 µM; P11229; CHO-K1 hM1, Fluo-8 calcium fluorescence, ACh EC80 antagonist;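 active = percent inhibition above its own plate's cutoff, namely the mean of that plate's compound wells plus 3 SD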;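 note: peak over basal fluorescence ratio during 140 s after agonist addition; 0% = ACh EC80 plus DMSO and 100% = DMSO alone without agonist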
# CHO parental Ca: counter-screen: ATP calcium response change in parental CHO cells. AID 463079. parental CHO-K1, ATP-induced calcium, Fluo-8 fluorescence. 330,000 compounds, 0.63% hits. inhibition, % at 5.6 µM;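 active = inhibition above that plate's mean sample inhibition plus 3 SD, cut at about 26% in these data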;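 note: 0% = ATP-challenged DMSO wells and 100% = DMSO wells without ATP; some compounds past the cut are filed as inactive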
#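 Assay system: parental CHO cells; Read-out basis: percent inhibition of ATP-evoked calcium rise, normalized to controls; Benchmarks: ATP and no-ATP DMSO wells; Compound dosing: single nominal dose of 5.6 µM per compound; Signal: Fluo-8 calcium dye fluorescence; Also added: ATP as calcium-mobilizing challenge; Repeats: singlicate.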
# CHO-K1 Ca antag: counter-screen for M1 antagonists: effect in parental CHO-K1 cells; inhibition, % at 3 µM; 360,000 compounds, 0.6% hits; ATP-induced calcium, Fluo-8 fluorescence;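 active = inhibition above a per-plate cutoff, the plate's mean sample inhibition plus 3 SD, cut at about 24% in these data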;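 note: 0% = DMSO plus EC80 ATP and 100% = DMSO alone without ATP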
# OXTR potentiate: human OXTR potentiation. P30559. CHO-OTR cells, Fluo-8 calcium fluorescence, potentiator mode; 0% = oxytocin EC15, 100% = EC100. activation, % at 3 µM. 320,000 compounds, 0.061% hits. AID 2445;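 active = activation above that plate's cutoff, the mean activation of tested compounds plus 3 SD, cut at about 6.6% in these data, passing the limit was not always enough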;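 note: 100% uses oxytocin at 75 nM as the full agonist control; some results filed as inactive read as strong as hits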
#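 Assay system: CHO cell line stably expressing human OTR | Also added: Oxytocin at about EC15, sub-maximal agonist stimulus | Times: Compound 6 min at room temperature before oxytocin, 100 s read | Measured by: Fluo-8 intracellular calcium fluorescence, ex 470-495, em 515-575 nm | Controls: EC15 oxytocin alone as 0%, 75 nM oxytocin as 100%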
# M4 ag: CHRM4 agonism in calcium assay | P08173 | CHO-K1 hM4/Gqi5, Fluo-8 calcium fluorescence; vehicle 0%, full acetylcholine response 100% | activation, % at 3 µM | 360,000 compounds, 0.14% hits;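 active = activation above the run mean over all test wells plus 3 SD, cut at about 32% in these data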;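 note: peak over basal fluorescence ratio per well then scaled between controls; 0% = DMSO wells and 100% = acetylcholine at EC100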
# CHO-K1 Ca ag: counter-screen for M1 agonists: effect in parental CHO-K1 cells. Fluo-8 calcium fluorescence; scaled to maximal ATP response, vehicle zero. activation, % at 3 µM. 360,000 compounds, 0.48% hits. AID 602248; in the data active = activation above about 15%;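 note: untransfected CHO-K1 host cells lacking M1 receptor as counterscreen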
# M1 PAM: positive allosteric modulators of human M1 muscarinic receptor; P11229; CHO-K1 hM1, Fluo-8 calcium fluorescence, ACh EC20; 0% = ACh EC20, 100% = maximal ACh; activation, % at 3 µM; 360,000 compounds, 0.088% hits; in the data active = activation above about 19%, passing the limit was not always enough
# Starred values were filed as active, the others as inactive; x = no result given.
SMILES,CHRM4 antagonist,CHRM1 agonist,CHRM1 antagonist,CHO parental Ca,CHO-K1 Ca antag,OXTR potentiate,M4 ag,CHO-K1 Ca ag,M1 PAM
CCN(C(=O)c1ccc(C(C)(C)C)cc1)c1nnc(Cn2nnc3ccccc32)s1,29*,0,37*,66*,31*,-19,8,8.1,-19
OC(c1ccccc1)(c1ccccc1)C1CCN(CCCOc2ccccc2Cl)CC1,24,x,x,x,-1,x,28,7.2,x
C[C@@H](NC(=O)[C@@H]1Cc2ccccc2CN1C(=O)OC(C)(C)C)C(=O)NC1CCCC1,-3,-2,-10,-9,-2,-2,1,-0.2,19
CCn1c(C(=O)N2CCC(C(=O)NCc3ccc(OC)cc3)CC2)cc2sccc21,-8,0,-4,-23,-14,-9,17,11,2
CCCN(C1CCS(=O)(=O)C1)S(=O)(=O)c1ccc(F)cc1 (stereo not given),7,-3,-6,-9,2,11,1,1.1,0
CCOC(=O)c1ccc(NC(=O)CSc2nnc(COc3ccccc3OC)n2C)cc1,6,-7,12,-25,-2,-4,1,0.3,-9
CCN(CC)c1ccc(/C=C2/SC(=O)N(C(C)C)C2=O)o1,41*,2,20,x,2,x,3,1.7,0
CC(CCc1ccccc1)NC(=O)c1ccc(NC(=O)c2cccc(Br)c2)cc1 (stereo not given),-1,-7,12,-7,-8,-8,0,1.1,-5
O=C1c2cccc(NCCCNCCO)c2C(=O)c2cccc(NCCCNCCO)c21,0,-6,-7,x,-6,x,1,-0.2,3
CSc1ccccc1NC(=O)CN(C)C(=O)/C=C/c1ccccc1,-6,-4,3,-9,-12,0,2,0.4,6
Cc1nc2sc3c(c2c(=N)n1N)CCCC3,-5,-14,-13,-3,-5,3,0,-0.1,12
COc1cc(C(=O)NCC(=O)N2CC=C(c3ccccc3)CC2)cc(OC)c1OC,-8,-3,-12,-13,13,-1,1,0.3,13
COc1ccccc1N1CCN(C(=O)c2ccc(CN3CCc4ccccc4C3)cc2)CC1,-5,-2,2,-25,-6,-18,6,2.5,-4
Cc1cc(C)n(-c2ccc(C(=O)Nc3cc(C(F)(F)F)ccc3N3CCOCC3)cc2)n1,4,-3,16,-11,9,2,0,3.8,-4
CO/N=C/C(C#N)c1ncc(C(F)(F)F)cc1Cl (stereo not given),5,4,5,-6,-14,-7,2,5.7,-2
CN(C)C(CNC(=O)c1ccc(C2SCCS2)cc1)c1ccccc1 (stereo not given),15,-13,38*,-11,-19,-7,1,0.9,-27
COc1cccc(NC(=O)C2(C)CCN2Cc2ccc(OC(C)C)cc2)c1 (stereo not given),-18,-7,-6,x,-17,x,-2,0.8,0
COc1ccc(OCc2ccc(/C=N\NC(=O)c3sccc3C)o2)cc1,1,-1,-12,x,0,x,4,1.4,13
Cc1nn(Cc2ccccc2)c(C)c1NC(=O)CCCn1nc(C)c([N+](=O)[O-])c1C,-2,-3,-13,-11,-12,1,1,0.6,11
O=C(NCCc1ccccc1)c1ccc2[nH]c(=O)c(=O)[nH]c2c1,-1,-2,3,1,-9,-11,1,0.5,0
CCOC(=O)CC1C(=O)NCCN1C(=S)Nc1ccccc1 (stereo not given),-5,-2,-1,-3,-8,-2,0,-0.1,-2
COC(=O)CCCCCCCC(=O)Nc1nnc(C(F)(F)F)s1,-10,-2,1,-8,-7,-5,16,5.5,-5
Cc1cc(-c2nnc3n2N=C(c2ccccc2Br)CS3)n[nH]1,-3,-3,8,-13,7,-4,0,0.1,-1
COc1ccc(N2C(=O)CC(C#N)=C2N)cc1,6,-4,-1,-3,6,-1,1,0.1,2
O=C(O)C12CC3CC(C1)CC(n1cnc(Cl)n1)(C3)C2,2,-3,-13,-8,-2,2,2,1.9,11
# (list continues)
SMILES,CHRM4 antagonist,CHRM1 agonist,CHRM1 antagonist,CHO parental Ca,CHO-K1 Ca antag,OXTR potentiate,M4 ag,CHO-K1 Ca ag,M1 PAM
COc1ccccc1Cc1c(C2CCCCC2)nc2ccc(Br)cn12,0,-4,-10,x,-5,x,0,0.5,-1
CC1CCCCN1CCCNc1ccc(C(CC(N)=O)NC(=O)Cc2cccc3ccccc23)cc1[N+](=O)[O-] (stereo not given),9,-12,16,-5,-15,-7,1,0.2,-11
S=C1NCN(Cc2cccnc2)CN1,0,0,-3,-1,-4,-3,0,0.9,3
Cc1cccc(-c2c3c(=O)n(C)c(=O)n(C)c3cn2-c2ccc(O)cc2)c1,-8,-2,-5,-4,-14,-5,3,0.4,-1
C=CCNC(=S)Nc1cc(Cl)ccc1OC,3,-9,-9,-12,-10,-7,0,0.7,2
O=C(NCc1cccnc1)C(=O)NCC1OCCCN1S(=O)(=O)c1cc(F)ccc1F (stereo not given),-9,-4,-6,x,-13,x,2,0.7,3
Cc1ccc(OCc2cccc(S(=O)(=O)N(C)C)c2)c([N+](=O)[O-])n1,-2,-4,-7,-2,0,-9,7,1.6,11
COc1cc(OC)nc(NC2OC(=O)c3ccccc32)n1 (stereo not given),5,-5,6,-1,-13,4,1,-0.2,2
COc1ccc(NC(=O)CN(C)C(=O)c2ccc(NS(=O)(=O)c3cccc([N+](=O)[O-])c3)cc2)cc1,6,-4,-15,-5,33*,-5,0,-0.3,8
O=C(c1ccc2c(=O)n3c(nc2c1)CCCCC3)N1CCCCC1,-4,-8,-2,-1,-17,-4,3,1.2,5
CN(C)c1ccc(NC(=O)Nc2cccc3ccccc23)cc1,0,-2,-10,0,10,2,0,-0.1,10
COc1cccc(NC(=O)CN(C)C(=O)c2cc3c(s2)CCC(C)C3)c1 (stereo not given),-12,-3,-7,-19,-7,-2,0,-0.4,1
Cc1ccc(C)c(NC(=O)C(Sc2nc3ccccc3c(=O)n2CC(C)C)c2ccccc2)c1 (stereo not given),-7,3,12,-9,-1,-2,2,-0.1,-1
Oc1cc(Cc2ccccc2)cnc1CN1CCCCC1,-4,-6,15,-5,1,2,2,0.5,-13
Cc1nnc(SC(C)C(=O)Nc2sc3c(c2C#N)CCCC3)[nH]c1=O (stereo not given),-2,-3,5,-6,2,-5,-1,-0.1,3
O=C(N/N=C/c1ccc(Cl)c(Cl)c1)c1ccc2nc[nH]c2c1,4,4,5,-7,9,8,15,5.3,4
Oc1c(C(c2ccco2)N2CCOCC2)sc2ncnn12 (stereo not given),6,-3,-10,11,-1,-5,0,0.5,2
COc1ccc(NC(=O)C(=O)NCCN2CCN(C(=O)c3ccco3)CC2)cc1,-9,-5,-12,-24,-22,-13,2,0.0,10
O=C(Cn1nc(-c2ccccc2)c2ccccc2c1=O)NCC1CCCO1 (stereo not given),1,-3,-10,-21,-7,-1,1,0.0,5
Cc1ccccc1C(=O)Nc1nnc(SCC(=O)NCc2ccco2)s1,-4,0,-15,-3,-1,-5,2,1.1,15
CCCCOC(=O)Cn1c(-c2ccccc2)nc2ccccc2c1=O,-2,-8,-9,-21,-2,2,0,0.0,6
CC1CCN(C(=O)CSc2nnc(-c3cccnc3)n2C2CCCCC2)CC1,-3,-3,-6,-13,-7,-4,4,1.8,1
N#CCSc1n[nH]c2nc3c(c(=O)n12)C1(CCCCC1)Cc1ccccc1-3,2,-1,-3,7,-12,-19,1,1.6,3
COC(=O)[C@]1(C)N[C@H](c2ccc(-c3cccc(Cl)c3)cc2)[C@@H]2C(=O)N(C)C(=O)[C@@H]21,14,-4,0,-3,-10,-6,2,1.2,3
CCn1c2ccccc2c2cc(N=C3SC(CC(=O)Nc4ccccc4OC)C(=O)N3C)ccc21 (stereo not given),7,0,-9,-14,-5,3,1,0.4,8
# Other records.
SMILES,CHRM4 antagonist,CHRM1 agonist,CHRM1 antagonist,CHO parental Ca,CHO-K1 Ca antag,OXTR potentiate,M4 ag,CHO-K1 Ca ag,M1 PAM
CN(CCC#N)c1ccc(C=C(C#N)c2ccc(Br)cc2)cc1,13,-1,-10,x,-18,x,0,1.2,4
CCOCCCNC(=S)N(Cc1ccccc1)Cc1nc2ccccc2c(=O)[nH]1,1,-4,-3,-17,-9,-4,3,2.9,6
CCOc1cc(C(=O)N/N=C/C2CC=CCC2)cc(OCC)c1OCC (stereo not given),-16,-8,-16,-19,-5,3,2,0.0,8
CCN(CC)S(=O)(=O)c1ccc(Nc2ccc(-c3ccc4c(c3)OCCO4)nn2)cc1,20,2,8,-15,-8,-2,1,1.4,-13
Cc1ccc2c(c1)C1CC(C)(O2)N(c2cccc(C(=O)NCc3ccccn3)c2)C(=O)N1 (stereo not given),-2,-2,0,-16,-8,-6,9,4.2,-3
O=C(COC(=O)c1cccnc1)Nc1ccccc1,2,-2,-3,-3,2,-17,0,7.5,4
NS(=O)(=O)c1ccc(NC(=O)CCC(=O)c2cccs2)cc1,-12,2,-7,-7,1,-17,1,-0.2,17
c1ccc(Cc2nnc3sc(-c4ccc5c(c4)OCCO5)nn23)cc1,-21,-7,-10,-7,-1,-5,1,0.7,2

# In the list so far, seven contain an aryl thioether with sulfur outside any ring:
SMILES,CHRM4 antagonist,CHRM1 agonist,CHRM1 antagonist,CHO parental Ca,CHO-K1 Ca antag,OXTR potentiate,M4 ag,CHO-K1 Ca ag,M1 PAM
CCOC(=O)c1ccc(NC(=O)CSc2nnc(COc3ccccc3OC)n2C)cc1,6,-7,12,-25,-2,-4,1,0.3,-9
CSc1ccccc1NC(=O)CN(C)C(=O)/C=C/c1ccccc1,-6,-4,3,-9,-12,0,2,0.4,6
Cc1ccc(C)c(NC(=O)C(Sc2nc3ccccc3c(=O)n2CC(C)C)c2ccccc2)c1 (stereo not given),-7,3,12,-9,-1,-2,2,-0.1,-1
Cc1nnc(SC(C)C(=O)Nc2sc3c(c2C#N)CCCC3)[nH]c1=O (stereo not given),-2,-3,5,-6,2,-5,-1,-0.1,3
Cc1ccccc1C(=O)Nc1nnc(SCC(=O)NCc2ccco2)s1,-4,0,-15,-3,-1,-5,2,1.1,15
CC1CCN(C(=O)CSc2nnc(-c3cccnc3)n2C2CCCCC2)CC1,-3,-3,-6,-13,-7,-4,4,1.8,1
N#CCSc1n[nH]c2nc3c(c(=O)n12)C1(CCCCC1)Cc1ccccc1-3,2,-1,-3,7,-12,-19,1,1.6,3
